# AmpC inh detg – qHTS Inhibitors of AmpC Beta-Lactamase (assay with detergent). P00811. AmpC hydrolysis of nitrocefin, absorbance 480 nm, 0.01% Triton. Potency, µM (top dose mostly 114 µM), for inactives: at the highest dose activity change, negative = inhibition, usual class: inhibitors. hit rate 0.041% among 370,000;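 also: potency is read from the fitted curve at half-maximal effect; 0% = no-compound wells and -100% = no-enzyme wells; nearly all actives have a fitted effect of over 25% in size; some results filed as inactive show a strong effect at the top dose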
# Target sequence (P00811 whole entry, looked up): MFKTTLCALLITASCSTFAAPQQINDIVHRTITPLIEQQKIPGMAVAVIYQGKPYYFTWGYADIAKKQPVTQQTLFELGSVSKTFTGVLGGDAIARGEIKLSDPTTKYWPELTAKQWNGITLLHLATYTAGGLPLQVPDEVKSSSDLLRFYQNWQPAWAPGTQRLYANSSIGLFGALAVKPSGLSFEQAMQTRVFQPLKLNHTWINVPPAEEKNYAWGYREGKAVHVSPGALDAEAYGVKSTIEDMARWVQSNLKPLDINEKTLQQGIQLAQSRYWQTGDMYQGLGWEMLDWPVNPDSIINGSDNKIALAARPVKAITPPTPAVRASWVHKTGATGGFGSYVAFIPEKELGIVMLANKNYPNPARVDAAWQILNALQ
#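 AmpC (5.3 nM in the dispensed reagent) in 20 mM phosphate pH 7.0 with 0.01% (detergent screen) or 0.0001% Triton X-100 was preincubated with compounds for 15 min at room temperature. Nitrocefin was then added from an 800 uM solution, and hydrolysis was followed at 480 nm.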
# Tb PYK inh – qHTS of Trypanosoma Brucei Inhibitors; Potency, µM (highest dose often 76.8 µM), for the others: at the top dose activity, negative = inhibition, most hits filed as inhibitors; TbPYK enzyme, Kinase-Glo Plus ATP luminescence, 45 min; hit rate 0.12% among 410,000; also: potency is read from the fitted curve at half-maximal effect; nearly all actives have a fitted effect of over 50% in size
#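 Luminescent Kinase-Glo Plus end-point after 45 min room-temperature reaction of T. brucei pyruvate kinase started with 130 uM ADP (final). Buffer TEA 50 mM pH 7.2 with KCl, MgCl2, BSA, Tween-20; titration-based qHTS with fitted concentration-effect curves.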
# AmpC no deterg – qHTS Inhibitors of AmpC Beta-Lactamase (assay without detergent); Potency, µM (doses to about 57.1 µM), for the others: at the top dose activity change, negative = inhibition, actives largely listed as inhibitors; AID 485341, 2010; P00811; AmpC nitrocefin hydrolysis, absorbance 480 nm, 0.0001% Triton; hit rate 0.52% among 330,000;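 also: potency is read from the fitted curve at half-maximal effect; plate controls were no compound for no effect and no enzyme for full effect; nearly all actives have a fitted effect of over 20% in size; some results filed as inactive show a strong effect at the top dose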
#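 20 mM phosphate pH 7.0 + 0.01% (detergent screen) or 0.0001% Triton X-100; 5.3 nM AmpC reagent; cpd preinc 15 min RT; nitrocefin (800 uM stock) to start; A480 q20 s × 4 min; Activity was normalised to no-enzyme and no-compound control wells.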
# HCMV antiviral – qHTS Assay for inhibitors of the human cytomegalovirus (HCMV) | HFF cells, HCMV-luciferase reporter, 72 h; hits give low values | activity change, negative = inhibition, % at 57.5 µM | hit rate 4.5% among 410,000 | AID 1259415, 2018; in the data active = activity change below about -60%; inconclusive = no clear call, values can overlap the other calls; inactive = above about -39%
#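 HFF cells seeded 16 h at 37C, treated with compounds, infected with luciferase-reporter HCMV at MOI 1 PFU/cell; luciferase read at 72 h post infection, normalized to buffer-only and Salinomycin controls.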
# LmPK inhibitor – qHTS Assay for Inhibitors of Leishmania Mexicana Pyruvate Kinase (LmPK); purified LmPK, Kinase-Glo ATP luminescence, 1 h; Potency, µM (top dose mostly 57.5 µM), for inactives: at the top dose activity change, negative = inhibition, actives largely listed as inhibitors; hit rate 0.37% among 290,000; also: potency is read from the fitted curve at half-maximal effect
# Target sequence (Q27686 whole entry, looked up): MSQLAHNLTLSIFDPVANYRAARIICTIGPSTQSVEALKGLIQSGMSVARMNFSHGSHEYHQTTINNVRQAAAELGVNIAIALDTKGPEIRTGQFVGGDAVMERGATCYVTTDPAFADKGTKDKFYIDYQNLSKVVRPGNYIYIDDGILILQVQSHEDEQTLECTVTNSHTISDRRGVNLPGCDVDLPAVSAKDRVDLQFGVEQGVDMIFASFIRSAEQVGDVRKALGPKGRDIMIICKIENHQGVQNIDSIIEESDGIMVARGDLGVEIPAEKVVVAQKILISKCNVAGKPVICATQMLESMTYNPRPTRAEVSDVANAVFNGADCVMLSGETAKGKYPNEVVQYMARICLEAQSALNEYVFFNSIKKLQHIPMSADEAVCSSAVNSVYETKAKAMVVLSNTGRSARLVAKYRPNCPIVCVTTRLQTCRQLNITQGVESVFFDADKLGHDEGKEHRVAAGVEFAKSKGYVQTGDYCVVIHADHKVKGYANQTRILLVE
#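 qHTS format; LmPK 0.1 nM; substrates PEP 0.5 mM and ADP 0.1 mM. One-hour room-temperature incubation, then coupled luciferase luminescence; 0.5 nM enzyme wells mark activation.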
# HCV inh – qHTS Assay for Inhibitors of Hepatitis C Virus (HCV); hit rate 3.4% among 340,000; Huh7.5.1 HCVcc-Cre infection, luciferase reporter, 44 h; Potency, µM (doses to about 41.8 µM), for inactives: top-dose activity change, negative = inhibition, usual class: inhibitors; also: potency is read from the fitted curve at half-maximal effect
#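 HCVcc-Cre virus at an moi near 0.5 was added right after compound to cells cultured 4 h from seeding (1,000 cells/well). Luciferase activity was determined 44 h later, 15 min after substrate addition at RT.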
# AMA1-RON2 inh – qHTS for Inhibitors of AMA1-RON; Towards Development of Antimalarial Drug Lead: Primary Screen; AlphaScreen AMA1-biotinylated RON2 peptide binding; Potency, µM (series often up to 58.2 µM), inactives show at the highest dose activity change, negative = inhibition, most hits filed as inhibitors; hit rate 0.2% among 360,000; AID 720542, 2013;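 also: potency is read from the fitted curve at half-maximal effect; 0% = vehicle wells and -100% = peptide control; nearly all actives have a fitted effect of over 45% in size; some results filed as inactive show a strong effect at the top dose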
#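 AMA1 (3D7) with his tag at 25 nM final met compounds first, then biotinylated RON2 peptide at 25 nM; detection used donor plus acceptor beads, 10 µg/mL apiece, read by AlphaScreen after 30 min at room temperature.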
# * marks the source's active call; other numbers are inactive results; ? = inconclusive; . = no result given; & = joins results of further samples; [ ] = dose if it differs, or a comment. Unless noted, calls follow the shape of the dose curve; as a rule, active = well fitted curve in the direction sought with a large enough effect; inconclusive = small, poorly fitted or top-dose-only effect, or another doubt; inactive = no such curve, though single readings can be large; an effect the other way counts as inactive or inconclusive. Unless noted, % is scaled to controls: 0 for no effect and ±100 for the full control effect.
# Values run as follows: AmpC inh detg, HCMV antiviral, AmpC no deterg, AMA1-RON2 inh, Tb PYK inh, LmPK inhibitor, HCV inh
- O=[N+]([O-])c1ncn(Cc2c(Cl)cccc2Cl)n1
    ?, ?, -24%, 0%, -9%, -2%, ?
- CC(=O)Nc1cccc(N(C)S(C)(=O)=O)c1
    -1%, 11, -13%, -2%, ?, -8%, 15%
- O=C(O)CC1(CC(=O)NCc2cccc(Cl)c2)CCCCC1
    -5%, ., -10%, 5%, 2%, 5%, 18%
- Nc1nc(SCC(=O)NCCCO)nc2sc3c(c12)CCC3
    2%, -3, 0%, 1%, 0%, 2%, 15%
- Cc1ccccc1OCC(=O)Nc1ccc2c(c1)OCCO2
    -1%, 4, -56%, 9%, -2%, 3%, -6%
- CCOC(=O)C1=CCN(S(C)(=O)=O)C1c1ccc(C)cc1 (stereo not drawn)
    ., -1, ., -3%, -1%, ., .
- COc1ccccc1C(=O)ON=C1c2ccccc2-c2ccccc21
    ?, -5, 1%, -6%[11.6 µM], -16%, 1%, ?
- O=C(Cn1nc(Cc2cccnc2)c2ccccc2c1=O)N1CCN(c2ccccn2)CC1
    0%, -11, 24%, -2%, 1%, 1%, 6%
- COc1ccc(CCN(C)C(=O)CN2C(=O)NC3(CCCc4ccccc43)C2=O)cc1OC (stereo not drawn)
    -18%, 17, 19%, -6%, -3%, ., -3%
- C=Cn1c(P(=S)(N2CCOCC2)N2CCOCC2)cc2c1CCCC2
    0%, -27, 113%[activator], 5%, 1%, 2%, ?
- CC(C)C[C@H]1COc2cc(N3CCC[C@@H]3CO)ccc2S(=O)(=O)N1
    ., -2, ., 9%, -4%, ., .
- CCOC(=O)c1snc2c(=O)[nH]cnc12
    -5%, -17, -6%, 8%, 3%, 2%, -3%
- CC(=O)Nc1nn(C)c2nc3ccc(C)cc3cc12
    -1%, ., -1%, -6%, -7%, 0%, -9%
- COc1cc(OC)cc(C(=O)NC(C(=O)OCn2nnc3ccccc3c2=O)C(C)C)c1 (stereo not drawn)
    ?, -5, 4%, -3%, 0%, ., 3%
- CCN(C[C@H]1N[C@@](CC)(C(=O)OC)[C@H]2C(=O)N(C)C(=O)[C@@H]12)C(=O)c1ccc(C(C)(C)C)cc1
    ., -9, 109%[activator], 1%, 3%, ., -4%
- Cc1ccn2c(CNC(C)CCn3cccn3)c(C(=O)N3CCCCCC3)nc2c1 (stereo not drawn)
    8%, 0, 30%, -3%, -4%, -3%, 9%
- CCN(CC)S(=O)(=O)c1cccc(C(=O)NCCCN2CCOCC2)c1
    -3%, -7, -2%, 15%, 5%, -1%, 15%
- COc1ccccc1NS(=O)(=O)c1cc(NC(=O)c2ccco2)ccc1N1CCOCC1
    -12%, 37, 4%, -4%, -2%, 1%, -28%
- CCOc1ccc(S(=O)(=O)N(CC(=O)Nc2ccc(OC)c(Cl)c2)c2ccccc2)cc1
    11%, -60*, ., ., -1%, ., .
- CCc1nnc(NC(=O)c2nc(S(=O)(=O)Cc3ccc(C)cc3)ncc2Cl)s1
    25%, -101*, -22%, 78%[activator], -13%&2%, 2%, ?
- O=C(CCCN1C(=O)/C(=C/c2cccs2)SC1=S)NNC(=O)c1ccccc1O
    -1%, ?, -15%, 1%, -6%, 0%, ?
- CCOC(=O)N1CCN(C(=O)COC(=O)c2ccc(Cl)nc2)CC1
    ., 16, 7%, -10%, -2%, ., 0%
- CNc1cncc(-c2ccc(S(C)(=O)=O)cc2)n1
    ., 0, ., 9%, -3%, ., .
- CCC(C)c1ccccc1OCCCN(C)Cc1ccccc1 (stereo not drawn)
    ?, -33, 24%, -23%, 2%, 2%, 30%
- CCOC(=O)C1=C(C)N(C)C(C)=C(C(=O)OCC)C1c1ccc(Cl)cc1
    -7%, -36, 68%[activator][2.29 µM], -18%, 1%, 0%, -11%
- CC1=C(C(=O)OCc2ccccc2)C(c2ccc(Br)cc2)NC(=O)N1CCCC(=O)O (stereo not drawn)
    -12%, -15, -22%, -4%, 5%, -2%, 13%
- CCn1ncc(Br)c1C(=O)Nc1ccn(C23CC4CC(CC(C4)C2)C3)n1
    ?, -31, -9%, 1%[11.6 µM], -3%, 4%, ?
- COc1ccc(OC)c(/C=N/NC(=O)c2[nH]nc3c2CCc2ccccc2-3)c1
    ?, -38, -39%, 0%, 3%, 1%, -21%
- CCOc1ccc(CC(=O)NC2CC(=O)N(c3ccc(C)c(C)c3)C2)cc1 (stereo not drawn)
    1%, 19, ., ., -2%, ., .
- Cc1ccc2c(c1)N(CC(=O)N1CCCC(C)C1)C(=O)CO2 (stereo not drawn)
    3%, -22, 4%, 3%, -2%, -4%, 0%

# Quoted from the listing for reference:
# Values run as follows: AmpC inh detg, HCMV antiviral, AmpC no deterg, AMA1-RON2 inh, Tb PYK inh, LmPK inhibitor, HCV inh
- CCc1nnc(NC(=O)c2nc(S(=O)(=O)Cc3ccc(C)cc3)ncc2Cl)s1
    25%, -101*, -22%, 78%[activator], -13%&2%, 2%, ?
- O=C(CCCN1C(=O)/C(=C/c2cccs2)SC1=S)NNC(=O)c1ccccc1O
    -1%, ?, -15%, 1%, -6%, 0%, ?
- CCOC(=O)N1CCN(C(=O)COC(=O)c2ccc(Cl)nc2)CC1
    ., 16, 7%, -10%, -2%, ., 0%
- CNc1cncc(-c2ccc(S(C)(=O)=O)cc2)n1
    ., 0, ., 9%, -3%, ., .
- CCC(C)c1ccccc1OCCCN(C)Cc1ccccc1 (stereo not drawn)
    ?, -33, 24%, -23%, 2%, 2%, 30%
- CCOC(=O)C1=C(C)N(C)C(C)=C(C(=O)OCC)C1c1ccc(Cl)cc1
    -7%, -36, 68%[activator][2.29 µM], -18%, 1%, 0%, -11%
- CC1=C(C(=O)OCc2ccccc2)C(c2ccc(Br)cc2)NC(=O)N1CCCC(=O)O (stereo not drawn)
    -12%, -15, -22%, -4%, 5%, -2%, 13%
- CCn1ncc(Br)c1C(=O)Nc1ccn(C23CC4CC(CC(C4)C2)C3)n1
    ?, -31, -9%, 1%[11.6 µM], -3%, 4%, ?
- COc1ccc(OC)c(/C=N/NC(=O)c2[nH]nc3c2CCc2ccccc2-3)c1
    ?, -38, -39%, 0%, 3%, 1%, -21%
- CCOc1ccc(CC(=O)NC2CC(=O)N(c3ccc(C)c(C)c3)C2)cc1 (stereo not drawn)
    1%, 19, ., ., -2%, ., .
- Cc1ccc2c(c1)N(CC(=O)N1CCCC(C)C1)C(=O)CO2 (stereo not drawn)
    3%, -22, 4%, 3%, -2%, -4%, 0%

# (listing goes on)
# Values run as follows: AmpC inh detg, HCMV antiviral, AmpC no deterg, AMA1-RON2 inh, Tb PYK inh, LmPK inhibitor, HCV inh
- CCC(NC(=O)Nc1cc(OC)c(OC)c(OC)c1)(C(F)(F)F)C(F)(F)F
    -2%, 19, -12%, -5%, 2%, 3%, -10%
- O=C(CCN1N=C(c2ccccc2)CCC1=O)NC1CCCCC1
    ., -77*, ., -2%, 2%, ., .
- Cc1c(C(=O)O)cccc1[N+](=O)[O-]
    -8%, -26, -14%, -3%, -1%, ., 0%
- O=C(CN1C(=O)NC2(CCCCCC2)C1=O)Nc1ccc(OC(F)(F)F)cc1
    ., -19, ., 0%, -4%, ., .
- COC(=O)c1ccc(CSc2ccc3nnc(-c4cccc(F)c4)n3n2)o1
    -19%, 34, ?, 0%, ?, -4%, 1%
- Cc1cc(C)c2c(c1)c(C)cc1nnc(SCc3ccccc3C#N)n12
    8%, -38, ., ., -12%, ., .
- COc1ccc(OC)c(NC(=O)c2c(NCc3ccc(OC)c(OC)c3)sc3c2CCC3)c1
    2%, -9, ., ., -27%, ., .
- CCn1cc(C(=O)NCCc2ccc(OC)c(OC)c2)c(=O)c2cc(S(=O)(=O)N3CCOCC3)ccc21
    4%&-3%, 12&2, 209%[activator], 0%, 1%&-5%, 12%, -5%
- O=C(CCC1N=C2c3ccccc3N=C(SCc3ccc(F)cc3)N2C1=O)N1CCN(c2ccccc2)CC1 (stereo not drawn)
    18%, -18, ., ., -8%, ., .
- Cn1cnc(S(=O)(=O)N2CCCC(C(=O)Nc3cccc(C#N)c3)C2)c1 (stereo not drawn)
    12%, 59, ., ., 4%, ., .
- CC(NC(=O)c1ccc(CS(=O)(=O)Cc2ccccc2F)o1)c1ccc2c(c1)OCCO2 (stereo not drawn)
    -1%, -5, -37%, 7%, -1%, 8%, -11%&-5%
- O=C(COc1ccc(Br)cc1)Nc1ccc(C(=O)Nc2ccccc2C(=O)O)cc1
    -6%, -8, -28%, 5%, -2%, 4%, 10%
- COc1cccc(CN(C)C(=O)c2ccc(NS(=O)(=O)c3ccc4[nH]c(=O)[nH]c4c3)cc2)c1OC
    0%, 3, -21%, 11%, 2%, 8%, .
- Cc1cc(NC(=O)COC(=O)CSCc2ccc(Cl)c(Cl)c2)no1
    11%, -13, 0%, 6%, -2%, 3%, -3%
- CC(c1ccc(Br)cc1)N1CC23C=CC(O2)C(C(=O)O)C3C1=O (stereo not drawn)
    -8%, 5, -7%, -6%, -1%, 6%, 9%
- Nc1ccc(-n2nnnc2-c2ccco2)cc1
    -12%, 43, 22%, -3%, -3%, 0%, 6%
- CNC(=O)Oc1cccc2c1OC(C)(C)O2
    ., 21, ., 15%, -6%, ., 15%
- C=CCNC(=O)c1ccccc1NS(=O)(=O)c1ccc(SC)cc1
    -10%, 2, -29%, 2%, 0%, 6%, 8%
- Cc1cc(C)c(S(=O)(=O)c2cccc(Br)c2C)c(Cl)n1
    2%, -21, -6%, -2%, 0%, -4%, 6%
- CCCCCCCCC(=O)NC(NC(=S)N1CCOCC1)C(Cl)(Cl)Cl (stereo not drawn)
    ?, -33, 54%, -5%, -4%, 2%, ?
- O=C1C2CCCN2C(=O)N1CCN1CCN(CCO)CC1 (stereo not drawn)
    -3%, 29, -15%, 11%, 4%, 0%, 19%
- CC(C)NC(=O)CCCN1C(=O)CCn2nc(-c3cccn3C)cc21
    -2%, 15, ., ., -1%, ., .
- CN1CCN(S(=O)(=O)c2ccc(N(C)Cc3cccs3)nc2)CC1
    -5%, 5, 51%, 0%, -1%, 10%, -1%
- Cc1cc2cccc(C)c2nc1SCC(=O)NC1CCCCC1
    3%, 4, -12%, 5%, -1%, -6%, 4%
- Cc1noc(C)c1C(=O)OCC(=O)Nc1ccc(S(N)(=O)=O)cc1
    -5%, -16, -16%, -8%, -9%, ., 10%

# Assay outcomes: PubChem, National Center for Advancing Translational Sciences (NCATS)
